UDG counterscr: blocks uracil-DNA glycosylase in AID counter-screen | FRET deamination/UDG coupled assay, UDG read, 4 h | Potency, µM (highest dose often 115 µM), for the others: top-dose activity change, negative = inhibition, hits mostly inhibitors | 91,000 compounds, 0.14% hits | AID 1347430; further: nearly all actives have a fitted effect of over 65% in size
AID inhibitor: inhibitors of human activation induced cytidine deaminase; Q9GZX7; AID deamination FRET fluorescence, UDG-coupled, 4 h; Potency, µM (highest dose often 115 µM), for inactives: at the top dose activity change, negative = inhibition, most hits filed as inhibitors; 91,000 compounds, 0.32% hits; further: nearly all actives have a fitted effect of over 25% in size
Target sequence (Q9GZX7 whole entry, looked up): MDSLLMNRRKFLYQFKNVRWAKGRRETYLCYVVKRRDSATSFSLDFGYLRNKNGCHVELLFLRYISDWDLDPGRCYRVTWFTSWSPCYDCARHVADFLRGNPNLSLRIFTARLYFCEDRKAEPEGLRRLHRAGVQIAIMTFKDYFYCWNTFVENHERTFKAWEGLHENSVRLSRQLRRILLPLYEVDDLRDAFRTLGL
* = called active by the depositor; ? = inconclusive; [ ] = another dose, or the depositor's remark. The call rests on the fitted dose curve; in most records, active means well fitted curve in the direction sought with a large enough effect; inconclusive means small, poorly fitted or top-dose-only effect, or another doubt; inactive means no such curve, though single readings can be large; an effect the other way counts as inactive or inconclusive. On the % scale 0 is the no-effect control and ±100 the full control effect; potency means the concentration at half of the fitted maximal effect. Only part of the results is shown. The share of hits here may be higher or lower than overall.

SMILES	UDG counterscr	AID inhibitor
COc1cccc(N2CCN(C(=O)c3cc4c(=O)n(Cc5ccco5)ccc4nc3C)CC2)c1	-11.3%[57.5 µM]	24.1%
CC(C)n1c(=O)n(CCCO)c(=O)c2c3c(sc21)COC(C)(C)C3	0.1%	1.3%
COc1ccc(CCNC(=O)CCCCn2c(=O)c3ccccc3n(Cc3ccccc3C)c2=O)cc1OC	0.8%	-2.3%
Cc1nc2c(C(=O)NC(C)c3ccccc3)cnn2c(C)c1Cc1ccccc1 (stereo not given)	-14.8%	?
CCCCc1nn2c(=O)cc(COC(=O)c3cccs3)nc2s1	-1.2%	-21.0%
N#Cc1nc(-c2ccco2)oc1N1CCN(C(=O)c2cccc(Cl)c2)CC1	1.7%	-5.0%
CC(=O)c1c[nH]c(C(=O)OCc2cc(=O)oc3cc(C)ccc23)c1	9.2%	1.5%
CCCOc1ccc(C(=O)NCC2OCCc3ccccc32)cc1 (stereo not given)	3.9%	-13.5%
Nc1nccnc1C(=O)Nc1cccc(OCc2cccnc2)c1	-3.0%	2.4%
COc1cc(CN(CC2CCCO2)C(=O)c2ccccc2F)cc(OC)c1OC (stereo not given)	5.2%	5.5%
COc1cc(NC(=O)N2c3ccccc3Sc3ccccc32)cc(OC)c1	0.0%	26.3%
c1cncc(-c2nc(NCc3ccncc3)c3ccccc3n2)c1	3.8%	5.3%

One compound at a time (already shown):
Entry for COc1cc(NC(=O)N2c3ccccc3Sc3ccccc32)cc(OC)c1 → UDG counterscr: 0.0%; AID inhibitor: 26.3%
Entry for Nc1nccnc1C(=O)Nc1cccc(OCc2cccnc2)c1 → UDG counterscr: -3.0%; AID inhibitor: 2.4%

(more compounds)
SMILES	UDG counterscr	AID inhibitor
CCN(CC)c1ccc(C(=O)Nc2ccc3nc(N(CC)CC)cc(C)c3c2)cc1	-1.0%	-24.9%
Cc1ccccc1-n1nc(CO)c(C(=O)NCC(c2ccccc2)c2ccccc2)n1	1.0%[57.5 µM]	-15.5%
COc1cc(OC)cc(C(=O)Nc2ccc(S(=O)(=O)N3CCCCC3c3cccnc3)cc2)c1 (stereo not given)	0.8%	7.9%
Cc1nn2c(C(F)F)cc(-c3ccc(F)cc3)nc2c1Br	6.1%	9.7%
CCOC(=O)c1[nH]c2ccccc2c1NC(=O)CCN1CCCC(C)C1 (stereo not given)	?	-9.9%
COc1cccc(NC(=O)CC2NCCNC2=O)c1 (stereo not given)	-8.8%	-4.6%
COc1ccc(CN(C)S(=O)(=O)c2ccc3c(c2)OCCCO3)cc1	-3.3%	-16.2%
CCCS(=O)(=O)c1ncc(Cl)c(C(=O)Nc2c(C(=O)Nc3ccccc3)oc3ccccc23)n1	-5.2%	?
COc1ccc(C2=CC(c3ccc(OC)cc3)n3nnnc3N2)cc1 (stereo not given)	-4.4%	-6.7%
CCc1nnc(NC(=O)CSc2nccn2Cc2ccc(Cl)cc2)s1	?	-23.6%
COC(=O)c1ccc(NC(=O)CSc2ncc3c(n2)-c2cc(Cl)ccc2N(Cc2ccccc2)S3(=O)=O)cc1	-8.7%	56.6%[activator]
COc1ccc(NC(=O)COc2cccc(C)c2)c2cccnc12	1.4%	4.7%
CC(=O)c1cccc(NC(=O)CN2C(=O)CCc3cc(S(=O)(=O)N4CCCCC4)ccc32)c1	3.8%	4.8%
COc1ccc(-c2cccc(C(=O)O)c2)cc1	0.7%	4.6%
Cc1ccc(CNC(=O)C2CCCN(C(=O)c3cccc(C(F)(F)F)c3)C2)cc1 (stereo not given)	-2.8%	-5.8%
Oc1ccccc1OCCOCCOCCOc1ccccc1O	-1.2%	-0.7%
CCOc1ccccc1CC1C(=O)Nc2ccc(Br)cc21 (stereo not given)	-14.8%	-18.6%
CC(C)(C)c1ccc(C(=O)Nc2c(F)c(F)c(F)c(F)c2F)cc1	4.2%	2.1%
Cc1cccc(-c2noc(-c3ccc(NCC4CCCO4)c([N+](=O)[O-])c3)n2)c1 (stereo not given)	?	-6.4%
CCN(C(=O)c1cc2c(s1)-c1ccccc1SC2)c1ccccc1C	-21.5%	-26.6%
O=C(Cn1cnc(S(=O)(=O)N2CCCC2)c1)Nc1ccc(-c2ccno2)cc1	-1.0%	1.7%
CCc1ccc(S(=O)(=O)c2nnn3c2nc(N(CC)Cc2ccccc2)c2cc(Cl)ccc23)cc1	-14.0%	-5.0%
Cc1cccc(Cn2nc(C)n3c(cc4cc(C)ccc43)c2=O)c1	8.3%	4.0%
Cc1ccc2oc(C(=O)Nc3sc4c(c3C(=O)NCc3ccccc3)CCCC4)cc(=O)c2c1	-13.7%[57.5 µM]	-9.1%[57.5 µM]
Cc1cccc(NC(=O)CSc2nc(C)c(Cc3ccccc3)c(=O)[nH]2)c1C	-0.2%	-2.2%
Cc1ccc(-c2cnc(CCC(=O)N(CCC#N)CCC#N)o2)cc1	2.1%	-1.9%
CC(C)CC(=O)Nc1nn2c(CC(C)C)nnc2s1	-5.3%	6.4%
CCC(CC)C(=O)Nc1cccc(-c2nc3ccccc3s2)c1	?	-7.6%
COc1ccc(C=O)cc1COc1ccc(-c2ccccc2)cc1	-8.5%	-9.9%
COc1ccc(Nc2nc3ccc(Cl)cc3n3nnnc23)cc1OC	-11.8%	20.4%
Cc1ccc(C)c(N2CCN(Cc3nnc(-c4ccccc4)o3)CC2)c1	-13.9%	-14.7%
CC1Oc2ccccc2C=C1/C=C1\Oc2cc(OCC(=O)OC(C)(C)C)ccc2C1=O (stereo not given)	-12.5%	11.3%
CCCCN(C)C(=O)c1cn(C)c2ccc(S(=O)(=O)N3CCC(C)CC3)cc2c1=O	5.4%[57.5 µM]	14.9%[57.5 µM]
Cc1ccc(CNC(=O)c2cccn2-c2nnc(N3CCCCC3)s2)cc1	-11.6%	-28.7%
Cc1ccc(-n2cc(C(=O)Oc3cccc(C)c3)c3ccccc3c2=O)cc1	51.6%[activator]	1.2%
Cc1ccc(C)c(N2CCN(C(=O)c3cc(S(=O)(=O)N4CCCCC4)cn3C)CC2)c1	-11.9%	?
CCc1ccc(C2=C(C)C(N3CCC(C(=O)NCc4ccccc4)CC3)=NS2(=O)=O)cc1	-7.8%	-4.4%
COc1cc([N+](=O)[O-])ccc1NC(=O)N1CCN(c2cc(-c3noc(C)n3)ccc2C)CC1	10.7%	7.5%
CCc1cccc(NC(=O)c2coc(=O)c3ccccc23)c1	-8.6%	0.3%
CCCSc1n[nH]c2nc3c(c(=O)n12)C(C)(CC)Cc1ccccc1-3 (stereo not given)	-1.4%	-0.9%
Cc1ccc(C2CC2C(=O)N(Cc2ccncc2)C2CC2)s1 (stereo not given)	1.4%	-1.4%
CCN(CC)C(CNC(=O)Nc1cccc(C(=O)N2CCCCC2)c1)c1ccsc1 (stereo not given)	-6.2%	-13.6%
CCN(Cc1ccccc1)S(=O)(=O)c1ccc(S(N)(=O)=O)cc1	3.7%	-2.9%
O=C(NCCc1ccc(F)cc1)C1CCN(c2ccc3nnc(C(F)(F)F)n3n2)CC1	5.3%	-1.6%
Fc1cccc(-c2nc(COc3ccccc3F)co2)c1	0.9%	-8.9%
Fc1ccc(-c2noc3ncnc(N4CCCCC4)c23)cc1	?	-12.2%
CCS(=O)(=O)c1nc(S(=O)(=O)c2ccc(Cl)cc2)c(NCc2ccc(Cl)cc2)s1	-11.0%	-28.0%
COc1ccc(NC(=O)N[C@@H](CCSC)C(=O)O)cc1OC	-0.7%	12.0%

Gathered by group, the compounds so far containing an aryl methoxy group
SMILES	UDG counterscr	AID inhibitor
COc1cccc(N2CCN(C(=O)c3cc4c(=O)n(Cc5ccco5)ccc4nc3C)CC2)c1	-11.3%[57.5 µM]	24.1%
COc1ccc(CCNC(=O)CCCCn2c(=O)c3ccccc3n(Cc3ccccc3C)c2=O)cc1OC	0.8%	-2.3%
COc1cc(CN(CC2CCCO2)C(=O)c2ccccc2F)cc(OC)c1OC (stereo not given)	5.2%	5.5%
COc1cc(NC(=O)N2c3ccccc3Sc3ccccc32)cc(OC)c1	0.0%	26.3%
COc1cc(OC)cc(C(=O)Nc2ccc(S(=O)(=O)N3CCCCC3c3cccnc3)cc2)c1 (stereo not given)	0.8%	7.9%
COc1cccc(NC(=O)CC2NCCNC2=O)c1 (stereo not given)	-8.8%	-4.6%
COc1ccc(CN(C)S(=O)(=O)c2ccc3c(c2)OCCCO3)cc1	-3.3%	-16.2%
COc1ccc(C2=CC(c3ccc(OC)cc3)n3nnnc3N2)cc1 (stereo not given)	-4.4%	-6.7%
COc1ccc(NC(=O)COc2cccc(C)c2)c2cccnc12	1.4%	4.7%
COc1ccc(-c2cccc(C(=O)O)c2)cc1	0.7%	4.6%
COc1ccc(C=O)cc1COc1ccc(-c2ccccc2)cc1	-8.5%	-9.9%
COc1ccc(Nc2nc3ccc(Cl)cc3n3nnnc23)cc1OC	-11.8%	20.4%
COc1cc([N+](=O)[O-])ccc1NC(=O)N1CCN(c2cc(-c3noc(C)n3)ccc2C)CC1	10.7%	7.5%
COc1ccc(NC(=O)N[C@@H](CCSC)C(=O)O)cc1OC	-0.7%	12.0%

The list goes on.
SMILES	UDG counterscr	AID inhibitor
CC(C)(C)C(=O)NCCc1nc2ccccc2n1CCCCOc1ccc(Cl)cc1	-6.8%	?
O=C(O)CNS(=O)(=O)c1ccccc1Br	-3.1%	-1.4%
CN(c1ccccc1)S(=O)(=O)c1nnc(NC(=O)COc2ccccc2)s1	8.3%	23.4%
COc1ccccc1N(CC(=O)NC1CCCC1)S(C)(=O)=O	2.3%	1.6%
CC(=O)Nc1ccc(C(=O)COC(=O)c2ccccc2OCc2ccc(F)cc2)cc1	8.6%	3.4%
Cc1ccc(C(=O)/C=C/N2CCCCC2)cc1	-0.1%	-1.6%
COCCn1c(C)cc(C(=O)CSc2nc3ccc(Cl)cc3[nH]2)c1C	20.7%	3.5%
CC(Sc1nc2cc(S(=O)(=O)N(C)C)ccc2o1)C(=O)NC12CC3CC(CC(C3)C1)C2 (stereo not given)	-5.3%	-1.9%
CSc1ccc(C(C)NC(=O)C2CC2)cc1 (stereo not given)	-5.2%	-5.2%
O=C(CCl)NC(C(=O)O)(c1ccccc1)c1ccccc1	0.3%	7.1%
Cc1cccc(Nc2nc(NC3CCCC3)nc3c2cnn3-c2ccccc2)c1	-5.4%	-8.6%
CCn1cc(C(=O)NCCCN(C)S(C)(=O)=O)c2ccccc21	-0.5%	-4.3%
Cc1c(-c2ccccc2)c(=O)oc2c(CN3CCOCC3)c(O)ccc12	4.7%	-2.1%
CCOc1ccc(Cn2c(CNS(=O)(=O)c3ccc(Cl)s3)nc3cccnc32)cc1	-1.6%	39.8%[activator]
CCc1ccc(-c2cc(C(=O)O)c3ccccc3n2)cc1	6.9%	9.4%
COc1cccc(N2CCN(C(=O)c3cc4c(s3)-c3c(C)cccc3OC4)CC2)c1	-6.1%	-24.8%
Cc1ccc(O)c(N/C=C/C(=O)C(C)(C)C)c1	4.4%	-3.3%
CC(C)c1ccccc1NC(=O)c1ccc2c(c1)NC(=O)CS2	-4.0%	3.0%
O=C(NC1CCCC1)c1cc(-c2ccc(Cl)s2)nc2ccccc12	1.8%	3.8%
O=C(Nc1ccc(S(=O)(=O)N(Cc2ccccc2)c2ccccc2)cc1)c1ccccc1F	-9.7%[57.5 µM]	-7.4%[57.5 µM]
COc1cccc(-n2c(C)nc3c(cnn3-c3ccc(C)c(C)c3)c2=O)c1	1.3%	1.6%
Nc1nn(-c2ccccc2)nc1C(=O)OCc1ccccc1Br	6.1%	-2.2%
CCOc1c(/C=C(\C#N)c2nc3ccccc3[nH]2)cccc1OC	7.6%	2.6%
CC1CCN(c2nn3c(=O)c(C(=O)NCCc4ccc(Cl)cc4)cnc3s2)CC1	19.8%	3.7%
COc1ccc(NC(=O)c2oc3ccccc3c2NC(=O)COc2ccc(F)cc2)c(OC)c1	-7.4%	3.3%
CCOc1ccc(CNC(=O)C2CCCN(S(=O)(=O)c3ccc4c(c3)CCCC(=O)N4)C2)cc1 (stereo not given)	9.2%	5.2%
O=c1ccc2cc(S(=O)(=O)N3CCCC3)ccc2[nH]1	-1.2%	26.9%
CCOc1cc(-c2nc(-c3ccc(-c4ccccc4)nc3OCC)no2)cc(OCC)c1OCC	4.3%	-3.4%
CCOC(=O)N1CCc2c(sc3c2c(=O)n(CCc2ccccc2)c(=O)n3CC(=O)Nc2ccccc2C)C1	-3.2%[57.5 µM]	-14.3%
COc1ccc(Cl)cc1NC(=O)C(C)n1c(=O)cc(C(F)(F)F)c2c(C)nn(C)c21 (stereo not given)	-25.8%	11.8%
O=C(Cc1ccc2c(c1)OCO2)OCc1ccc2c(c1)OCO2	-2.3%	1.7%
